AID2073 = inhibitors of Mint1-CaV2.2 protein interaction, biochemical, HTRF (AID 2073); HTRF protein-protein interaction, Mint1-CaV2.2; higher % means a stronger effect; inhibition, % at 20 µM; hits with a dose series show IC50 in µM; 0.19% of 290,000 active; in the data active = inhibition mostly above about 51%, no sharp cut-off; inconclusive = no clear call, values can overlap the other calls; inactive = mostly below about 53%; also: some results filed as inactive read as strong as hits
LYP phosphatase = inhibitors of LYP phosphatase, biochemical, fluorescence intensity, uHTS (AID 1779) | recombinant LYP phosphatase, fluorescence intensity; higher % means a stronger effect | Tyrosine-protein phosphatase non-receptor type 22 (Homo sapiens) | inhibition, % at 11.5 µM, or IC50 in µM where a hit was titrated | 0.054% of 290,000 active; in the data active = inhibition above about 50%;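 also: plate controls were vehicle with enzyme for no effect and no enzyme for full effect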
MgcRacGAP inhibition = MgcRacGAP GTPase-activating activity inhibitors, confirmation, biochemical, ADP Hunter fluorescence. 0.6% of 340,000 active. inhibition, % at 30 µM; hits with a dose series show IC50 in µM. Rac GTPase-activating protein 1 (Homo sapiens). MgcRacGAP-stimulated Rac1 GTP hydrolysis, ADP Hunter fluorescence; higher % means a stronger effect; GST-tagged Rac1 F28L mutant substrate. AID 624330, 2012;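 active = first-screen hits whose inhibition reached a set limit at any dose in the follow-up dose series; inconclusive = inhibition above the set first-screen limit but never retested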;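 also: fluorescence reports GDP produced by GAP-driven GTP hydrolysis; strong numbers were not always called active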
HIV fusion peptide = inhibitors of HIV fusion peptide binding, primary screen, biochemical, uHTS, fluorescence dequenching (AID 1986). 0.3% of 290,000 active. cell-free peptide binding, fluorescence dequenching, 30 min; higher % means a stronger effect. one-dose inhibition, % at 20 µM; IC50 in µM for titrated hits; in the data active = inhibition mostly above about 52%, no sharp cut-off; inactive = mostly below about 76%; also: some results filed as inactive read as strong as hits
RSV CPE inhibition = RSV antiviral activity via CPE protection, HEp-2 cells, primary 10 µM value included (AID 2391). HEp-2 cells, RSV-induced CPE inhibition; higher % means a stronger effect. CPE inhibition, % at 10 µM, or IC50 in µM where a hit was titrated. 0.13% of 310,000 active; in the data active = a potency from the dose series; inconclusive = CPE inhibition mostly from about 23% at the one dose, without a potency; inactive = the rest, 99 in 100 with CPE inhibition below about 21%; also: strong numbers were not always called active
Large T inhibition = SV40 large T antigen inhibitors, biochemical (AID 1903); inhibition, % at 20 µM; hits with a dose series show IC50 in µM; SV40 large T antigen ATPase/helicase inhibition assay; higher % means a stronger effect; 0.39% of 310,000 active; in the data active = a potency from the dose series; inconclusive = inhibition mostly from about 32% at the one dose, without a potency; inactive = the rest, 99 in 100 with inhibition below about 32%; also: strong numbers were not always called active
NS5 inhibitors = Dengue-2 NS5 methyltransferase inhibitors, primary screen, biochemical, confirmation dose response (AID 588689) | Genome polyprotein (Dengue virus type 2 (strain 16681-PDK53)) | Dengue-2 NS5 methyltransferase capping enzyme assay, biochemical; higher % means a stronger effect | inhibition, % at 25 µM, or IC50 in µM where a hit was titrated | 0.3% of 340,000 active; in the data active = a potency from the dose series; inconclusive = inhibition above about 29% without an active follow-up result
XIAP antagonists = XIAP antagonists, biochemical, IAP family, fluorescence polarization (AID 1018); 0.007% of 200,000 active; XIAP BIR domain, fluorescence polarization peptide displacement; higher % means a stronger effect; one-dose displacement, % at 20 µM; IC50 in µM for titrated hits; in the data active = displacement above about 50%; also: a part of the inactive calls stands beside numbers as strong as those of hits
SIAH1 antagonists = Siah-1 peptide-binding antagonists, primary screen, biochemical, fluorescence polarization, rhodamine-plectin, uHTS (AID 1817); Siah-1 / rhodamine-plectin peptide fluorescence polarization; higher % means a stronger effect; one-dose displacement, % at 20 µM; IC50 in µM for titrated hits; 0.02% of 290,000 active;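 active = displacement of at least 50% at 20 µM, with a fluorescence ratio check between 0.3 and a set limit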;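 also: plate controls were Siah plus tracer with DMSO for no effect and tracer alone without Siah for full effect; strong numbers were not always called active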
NS5 inhibitors pilot replicate = recorded beside NS5 inhibitors, whose call it bears; inhibition, %; measured here: pilot screen replicate inhibition
* = called active by the depositor.

O=C(NN(C(=O)c1ccccc1)c1ccccc1)c1ccccc1 was read as AID2073 49%, LYP phosphatase -4%, MgcRacGAP inhibition 12%, HIV fusion peptide 1.1%, RSV CPE inhibition -0.9%, Large T inhibition 17%, NS5 inhibitors 4% and SIAH1 antagonists 13%.
For O=C(N/N=C/c1ccc(O)cc1O)c1ccc(NC(=O)C2CCCCC2)cc1 the results were AID2073 6%, LYP phosphatase -3%, MgcRacGAP inhibition 14%, HIV fusion peptide -0.6%, RSV CPE inhibition inconclusive, Large T inhibition 11%, NS5 inhibitors -8% and SIAH1 antagonists -5%.
`COC(=O)C1CCCN1S(=O)(=O)c1ccc2ccccc2c1` (stereo not drawn) gave AID2073 8%, LYP phosphatase -7%, MgcRacGAP inhibition -4%, HIV fusion peptide -0.2%, RSV CPE inhibition 17%, Large T inhibition 18%, NS5 inhibitors -14%, XIAP antagonists -4.1%, SIAH1 antagonists -2% and NS5 inhibitors pilot replicate -7.3.
For CCOc1cccc(OCCNC2CCCC2)c1 the results were AID2073 -2%, LYP phosphatase 5%, MgcRacGAP inhibition 19%, HIV fusion peptide -0.9%, RSV CPE inhibition 0.7%, Large T inhibition 5%, NS5 inhibitors -1%, XIAP antagonists -4.4% and SIAH1 antagonists 2%.
`Cc1cccc(CSc2nnc(C)c(=O)n2N)c1` gave AID2073 inconclusive, LYP phosphatase -9%, MgcRacGAP inhibition 0%, HIV fusion peptide -1.0%, RSV CPE inhibition 2.3%, Large T inhibition 28%, NS5 inhibitors -3%, XIAP antagonists -3.3% and SIAH1 antagonists 11%.
CC(C)N1C[C@@]23C=C[C@@H](O2)C(C(=O)OCc2ccccc2)[C@H]3C1=O (stereo partly drawn) was read as AID2073 2%, LYP phosphatase -10%, MgcRacGAP inhibition 8%, HIV fusion peptide -1.2%, RSV CPE inhibition 0.0%, Large T inhibition 0%, NS5 inhibitors -1%, XIAP antagonists -7.8% and SIAH1 antagonists 2%.
For CC1CCC(NC(=O)c2ccc(NC(=O)CC3SC(N4CCCC4)=NC3=O)cc2)CC1 (stereo not drawn) the results were MgcRacGAP inhibition 3%, RSV CPE inhibition 18%, Large T inhibition 9% and NS5 inhibitors -6%.
`CCOC(=O)c1cc(C)[nH]c(=S)c1C#N` gave AID2073 -87%, LYP phosphatase -9%, MgcRacGAP inhibition 1%, HIV fusion peptide -1.0%, RSV CPE inhibition 0.8%, Large T inhibition 8%, NS5 inhibitors -4%, XIAP antagonists -2.1% and SIAH1 antagonists 3%.
`Cc1ccccc1C(=O)NCC(=O)OCCOc1ccc(C(C)C)c(C)c1` gave MgcRacGAP inhibition 4%, RSV CPE inhibition -0.5%, Large T inhibition -2% and NS5 inhibitors -4%.
`Cc1ccc(NC(=O)c2ccc(OC(=O)COc3ccc(Cl)cc3C)cc2)cc1` gave AID2073 10%, LYP phosphatase -5%, MgcRacGAP inhibition 5%, HIV fusion peptide 1.9%, RSV CPE inhibition 2.4%, Large T inhibition 5%, NS5 inhibitors -5%, XIAP antagonists -7.9% and SIAH1 antagonists 13%.
Screening O=[N+]([O-])c1ccc(S(=O)(=O)NCC(c2cccnc2)N2CCOCC2)cc1 (stereo not drawn) returned AID2073 6%, LYP phosphatase -6%, MgcRacGAP inhibition 8%, HIV fusion peptide 1.5%, RSV CPE inhibition 0.4%, Large T inhibition 0%, NS5 inhibitors -3%, XIAP antagonists -4.5% and SIAH1 antagonists 5%.
Screening CN(CCCCOc1ccc(F)cc1)Cc1ccccc1 returned AID2073 2%, LYP phosphatase -4%, MgcRacGAP inhibition 20%, HIV fusion peptide -1.6%, RSV CPE inhibition -1.7%, Large T inhibition -4% and SIAH1 antagonists -2%.
O=C1CC2(CCN(C(=O)c3ccccc3[N+](=O)[O-])CC2)Oc2ccccc21 was read as MgcRacGAP inhibition 0%, RSV CPE inhibition 0.7%, Large T inhibition 24% and NS5 inhibitors -2%.
`COc1ccc(OCC(=O)Nc2ccc(N3CCN(C(=O)c4ccccc4)CC3)c(Cl)c2)cc1` gave AID2073 11%, LYP phosphatase -3%, MgcRacGAP inhibition 7%, HIV fusion peptide 0.0%, RSV CPE inhibition 7.9%, Large T inhibition 5%, NS5 inhibitors -1% and SIAH1 antagonists -2%.
`O=C(/C=C/c1ccc(F)cc1)NNC(=O)CCN1CCN(Cc2ccccc2)CC1` gave AID2073 2%, LYP phosphatase 1%, MgcRacGAP inhibition -14%, HIV fusion peptide -1.4%, RSV CPE inhibition 7.4%, Large T inhibition 27%, NS5 inhibitors 0%, XIAP antagonists -1.7% and SIAH1 antagonists -6%.
For CCN(CC)S(=O)(=O)c1ccc(C)c(N=C=S)c1 the results were AID2073 -3%, LYP phosphatase -5%, MgcRacGAP inhibition 5%, HIV fusion peptide -1.0%, RSV CPE inhibition 2.2%, Large T inhibition 4%, NS5 inhibitors -6%, XIAP antagonists -0.5% and SIAH1 antagonists 5%.
CCOc1cc(C(=O)NCc2ccc(C)cc2)ccc1OCC(=O)N1CCOCC1 was read as AID2073 1%, LYP phosphatase -4%, MgcRacGAP inhibition 3%, HIV fusion peptide 0.3%, RSV CPE inhibition 3.0%, Large T inhibition 14%, NS5 inhibitors 1%, XIAP antagonists -5.4% and SIAH1 antagonists -2%.
Screening CC(=O)c1ccc(N(C(=O)CNC(=O)c2ccco2)C(C(=O)NCC2CCCO2)c2ccccc2)cc1 (stereo not drawn) returned AID2073 -1%, LYP phosphatase -8%, MgcRacGAP inhibition 7%, HIV fusion peptide -0.1%, RSV CPE inhibition -0.1%, Large T inhibition -7%, NS5 inhibitors 5%, XIAP antagonists -0.1% and SIAH1 antagonists 2%.
`Cc1ccccc1N1CCN(CCCOc2ccc3c(C)cc(=O)oc3c2)CC1` gave AID2073 -18%, LYP phosphatase -7%, MgcRacGAP inhibition 11%, HIV fusion peptide -1.2%, RSV CPE inhibition 1.6%, Large T inhibition 4%, NS5 inhibitors -4%, XIAP antagonists -0.8%, SIAH1 antagonists -8% and NS5 inhibitors pilot replicate 3.0.
O=C(COC(=O)c1ccccc1-n1cnnn1)c1ccccc1 was read as MgcRacGAP inhibition 11%, RSV CPE inhibition -1.2%, Large T inhibition 10% and NS5 inhibitors -7%.
Fc1ccc(Nc2ncnc3sc4c(c23)CCC4)cc1F was read as AID2073 7%, LYP phosphatase 0%, MgcRacGAP inhibition 2%, HIV fusion peptide -2.1%, RSV CPE inhibition 7.4%, Large T inhibition -1%, NS5 inhibitors -4%, XIAP antagonists -11% and SIAH1 antagonists 2%.
For CC(=O)N1CC2(C)CN(C(C)=O)CC(C)(C1)C2 the results were AID2073 2%, LYP phosphatase -4%, MgcRacGAP inhibition 9%, HIV fusion peptide 1.7%, RSV CPE inhibition -0.1%, Large T inhibition 8%, NS5 inhibitors -4%, XIAP antagonists -7.5% and SIAH1 antagonists 1%.
Screening Cc1ccc(N=C2CSC(=O)N2)cc1 returned AID2073 -3%, LYP phosphatase 0%, MgcRacGAP inhibition -2%, HIV fusion peptide -1.8%, RSV CPE inhibition 5.6%, Large T inhibition 13%, NS5 inhibitors -8%, XIAP antagonists 0.6% and SIAH1 antagonists -4%.
`COc1ccc([C@@H]2CC(=O)c3c(O)cc(O[C@@H]4O[C@H](CO[C@@H]5O[C@@H](C)[C@H](O)[C@@H](O)[C@H]5O)[C@@H](O)[C@H](O)[C@H]4O)cc3O2)cc1O` gave AID2073 9.5µM*, LYP phosphatase -2%, MgcRacGAP inhibition 0%, HIV fusion peptide 0.4%, RSV CPE inhibition -0.8%, Large T inhibition 17%, NS5 inhibitors -3% and SIAH1 antagonists 1%.
C=C(C)CN(CC)C(=O)COc1ccc(S(=O)(=O)Nc2ccc(OC)cc2)cc1 was read as AID2073 -8%, LYP phosphatase -4%, MgcRacGAP inhibition 8%, HIV fusion peptide 17%, RSV CPE inhibition 8.6%, Large T inhibition -2%, NS5 inhibitors 2%, XIAP antagonists -1.3% and SIAH1 antagonists 0%.
Screening COc1cccc(-c2nnn(CC(=O)NC3CCCC3)n2)c1OC returned AID2073 -1%, LYP phosphatase -5%, MgcRacGAP inhibition 6%, HIV fusion peptide 3.8%, RSV CPE inhibition 6.0%, Large T inhibition 14%, NS5 inhibitors -1%, XIAP antagonists -4.9%, SIAH1 antagonists -2% and NS5 inhibitors pilot replicate 1.8.
For COc1ccc(N2CCN(C(=O)CCC(=O)N3CC(C)Oc4ccccc43)CC2)cc1 (stereo not drawn) the results were AID2073 -8%, LYP phosphatase -8%, MgcRacGAP inhibition 24%, HIV fusion peptide -0.3%, RSV CPE inhibition 3.8%, Large T inhibition 17%, NS5 inhibitors 0% and SIAH1 antagonists 13%.
Screening C=CCOc1ccc(CN(C)CC(=O)N(CC(C)C)c2c(N)n(CC(C)C)c(=O)[nH]c2=O)cc1 returned AID2073 1%, LYP phosphatase -7%, MgcRacGAP inhibition 7%, HIV fusion peptide -3.6%, RSV CPE inhibition -1.3%, Large T inhibition 10%, NS5 inhibitors 1%, XIAP antagonists -11% and SIAH1 antagonists 1%.
Screening Cc1cc(C)cc(-n2ncc3c2CCCC3NC(=O)CCCn2cncn2)c1 (stereo not drawn) returned AID2073 1%, LYP phosphatase -7%, MgcRacGAP inhibition 5%, HIV fusion peptide 3.1%, RSV CPE inhibition 2.7%, Large T inhibition 7%, NS5 inhibitors 1% and SIAH1 antagonists 2%.
For COc1ccc(C2CC(c3cccs3)=NN2C(=O)c2ccco2)cc1OC (stereo not drawn) the results were AID2073 11%, LYP phosphatase -2%, HIV fusion peptide -0.1%, RSV CPE inhibition 0.9%, Large T inhibition 8% and SIAH1 antagonists -6%.

2 entries drawn at random from the list so far, as already listed:
For COc1ccc(N2CCN(C(=O)CCC(=O)N3CC(C)Oc4ccccc43)CC2)cc1 (stereo not drawn) the results were AID2073 -8%, LYP phosphatase -8%, MgcRacGAP inhibition 24%, HIV fusion peptide -0.3%, RSV CPE inhibition 3.8%, Large T inhibition 17%, NS5 inhibitors 0% and SIAH1 antagonists 13%.
Screening COc1cccc(-c2nnn(CC(=O)NC3CCCC3)n2)c1OC returned AID2073 -1%, LYP phosphatase -5%, MgcRacGAP inhibition 6%, HIV fusion peptide 3.8%, RSV CPE inhibition 6.0%, Large T inhibition 14%, NS5 inhibitors -1%, XIAP antagonists -4.9%, SIAH1 antagonists -2% and NS5 inhibitors pilot replicate 1.8.

Filtered by structure, the entries above containing a nitro group on carbon
Screening O=[N+]([O-])c1ccc(S(=O)(=O)NCC(c2cccnc2)N2CCOCC2)cc1 (stereo not drawn) returned AID2073 6%, LYP phosphatase -6%, MgcRacGAP inhibition 8%, HIV fusion peptide 1.5%, RSV CPE inhibition 0.4%, Large T inhibition 0%, NS5 inhibitors -3%, XIAP antagonists -4.5% and SIAH1 antagonists 5%.
O=C1CC2(CCN(C(=O)c3ccccc3[N+](=O)[O-])CC2)Oc2ccccc21 was read as MgcRacGAP inhibition 0%, RSV CPE inhibition 0.7%, Large T inhibition 24% and NS5 inhibitors -2%.
